# TcdB inh: TcdB glycohydrolase inhibitors, primary screen, biochemical, single point, plate reader. Toxin B (Clostridioides difficile), P18177. TcdB glycohydrolase enzymatic assay. inhibition, % at 9.99 µM. actives 0.24% (n = 350,000). AID 652162, 2013; in the data active = inhibition above about 10%
# Vc quorum ag: inducers of Vibrio cholerae quorum light production without autoinducers, primary screen, BH1578 luxS cqsA deficient, single point; V. cholerae BH1578 lux reporter, luminescence, 6 h; activation, % at 18.7 µM; actives 0.16% (n = 350,000); in the data active = activation mostly above about 9.7%, no sharp cut-off; also: not every result past the cut was called active; inactives centre near 0; reference of the scale not given here
# MazEF act: activators of E. coli MazEF toxin-antitoxin RNase, primary screen, biochemical, fluorescence, uHTS; FAM/BHQ RNA-DNA oligo cleavage fluorescence, 5 h; AID 504720, 2011; activation, % at 20 µM; actives 0.32% (n = 350,000); Endoribonuclease toxin MazF (Escherichia coli (strain K12)), P0AE70; in the data active = activation above about 50%
# Target sequence (P0AE70 whole entry, looked up): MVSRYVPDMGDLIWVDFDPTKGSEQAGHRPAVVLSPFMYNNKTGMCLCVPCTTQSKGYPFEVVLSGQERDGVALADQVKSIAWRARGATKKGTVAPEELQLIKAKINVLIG
# PfHsp40 rescue: rescue of yeast from PfHsp40 toxicity, primary screen, S. cerevisiae, ATP luminescence; growth rescue, % at 12.5 µM; AID 504582, 2011; actives 0.68% (n = 340,000); S. cerevisiae expressing PfHsp40, growth rescue; in the data active = growth rescue above about 28%, passing the limit was not always enough;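 also: yeast W303a lacking pdr1 and pdr3 grown in galactose medium; growth measured after three days at 30 °C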
# PriA SSB inh: inhibitors of Klebsiella pneumoniae PriA binding to SSB C-terminal tail, primary screen, biochemical, AlphaScreen; AID 1272365, 2023; actives 0.6% (n = 430,000); PriA–SSB C-terminal tail interaction (Klebsiella pneumoniae); inhibition, % at 33 µM; AlphaScreen SSBct-PriA binding, biotinylated peptide; in the data active = inhibition mostly above about 37%, no sharp cut-off; inactive = mostly below about 20%;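 also: plate controls were negative control peptide for no effect and reference peptide for full effect; strong numbers were not always called active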
# Anthrax LF inh2: Bacillus anthracis LF protease inhibitors, primary screen, biochemical, multiplex microsphere, MLPCN library; multiplex microsphere protease cleavage assay; Lethal factor (Bacillus anthracis), P15917; actives 0.12% (n = 360,000); inhibition, % at 10 µM; AID 588501, 2011; in the data active = inhibition above about 30%; also: plate controls were buffer without enzyme for full effect and enzyme alone for no effect
# 3CLpro inhibitor: SARS-CoV 3CLpro protease inhibitors, primary screen, biochemical, quenched FRET; actives 0.14% (n = 290,000); inhibition, % at 6 µM; recombinant SARS-CoV 3CLpro, quenched FRET peptide cleavage; Replicase polyprotein 1ab (Severe acute respiratory syndrome coronavirus), P0C6X7; in the data active = inhibition above about 12%
# Y pestis TopoI: Yersinia pestis topoisomerase I inhibitors, primary screen, biochemical, cleavage product accumulation, plate reader, single point. DNA topoisomerase I (Yersinia pestis CO92). Y. pestis Topo-I cleavage product accumulation. activity, % at 10 µM. actives 0.064% (n = 360,000). AID 504884, 2011; in the data active = activity above about 50%, passing the limit was not always enough; also: inactives centre near 2
# VHR inh abs: VHR1 phosphatase inhibitors, primary screen, biochemical, absorbance, uHTS; recombinant VHR phosphatase, pNPP absorbance; Dual specificity protein phosphatase 3 (Homo sapiens), P51452; inhibition, % at 13.3 µM; AID 1654, 2009; actives 0.52% (n = 290,000); in the data active = inhibition above about 50%; also: some compounds called inactive have numbers as strong as hits
# Target sequence (P51452 whole entry, looked up): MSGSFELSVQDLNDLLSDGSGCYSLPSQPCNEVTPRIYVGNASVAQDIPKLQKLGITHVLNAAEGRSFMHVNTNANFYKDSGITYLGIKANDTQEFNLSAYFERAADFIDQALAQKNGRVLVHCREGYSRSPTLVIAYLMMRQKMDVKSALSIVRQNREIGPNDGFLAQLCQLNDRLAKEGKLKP
# Rv3671c protease: Rv3671c serine protease inhibitors, primary screen, biochemical, fluorescence polarization, M. tuberculosis H37Rv; inhibition, % at 5.96 µM; P9WHR9; actives 0.048% (n = 320,000); in the data active = inhibition above about 38%;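 also: extracellular domain of Rv3671c used as enzyme; 0% = enzyme with DMSO and 100% = no enzyme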
# Target sequence (P9WHR9 whole entry, looked up, the tested form may be a part): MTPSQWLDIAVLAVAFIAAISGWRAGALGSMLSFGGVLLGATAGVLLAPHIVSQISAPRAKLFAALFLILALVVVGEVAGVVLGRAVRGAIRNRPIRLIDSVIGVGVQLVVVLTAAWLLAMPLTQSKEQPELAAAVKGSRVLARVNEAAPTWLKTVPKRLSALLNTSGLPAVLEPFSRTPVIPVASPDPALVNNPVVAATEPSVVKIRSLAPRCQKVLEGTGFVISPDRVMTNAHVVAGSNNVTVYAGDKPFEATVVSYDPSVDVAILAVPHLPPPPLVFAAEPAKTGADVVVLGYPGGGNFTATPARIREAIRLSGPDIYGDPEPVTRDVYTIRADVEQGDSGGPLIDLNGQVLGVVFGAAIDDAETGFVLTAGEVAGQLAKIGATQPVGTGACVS
# * marks the source's active call; other numbers are inactive results; i = inactive; / = no result given; & = joins results of further samples. Only part of the results is shown, so the mix of outcomes need not match the whole.
SMILES,TcdB inh,Vc quorum ag,MazEF act,PfHsp40 rescue,PriA SSB inh,Anthrax LF inh2,3CLpro inhibitor,Y pestis TopoI,VHR inh abs,Rv3671c protease
c1cncc(-c2nc(N3CCOCC3)c3c4c(sc3n2)CCC4)c1,1.6,i,3,-0.7,-8,-1,-1,7,41,0
CCc1nn(CCCC(=O)Nc2ccc(C)cc2C)c(=O)c2cc3occc3n12,1.6,i,6,-1.2,-16,3,-6,20,-12,-1
Cc1cc(S(=O)(=O)N2CCOCC2)ccc1OCC(=O)Nc1cccc(F)c1,0.5,0.1,-1,0.8,-16,1,-4,-1,6,-11
COc1cc(/C=N/NC(=O)CCN2CCN(C)CC2)cc2c1OCO2,-0.7,-0.1,3,-1.5,/,-3,2,5,-3,3
COc1ccccc1/C=N/n1c(N)c(C(=O)NC2CCCCC2)c2nc3ccccc3nc21,/,-0.2,-10,-1.8,/,/,1,8,17,/
N#Cc1cc([N+](=O)[O-])ccc1N1CCN(c2ccccc2O)CC1,-4.6,1.1,-2,1.4,12,-1,3,-11,8,-5
O=C(Cn1cnc2c(nnn2Cc2ccc(F)cc2)c1=O)NCc1ccc2c(c1)OCO2,/,-7.1,2,-1.1,-10,-2,1,2,5,-10
Cc1[nH]nc(-c2ccc(O)cc2O)c1-c1nc2ccccc2s1,4.2,-0.2,4,0.1,8,-6,1,-14,8,-2
O=C(COC(=O)Cn1cnc2ccccc21)Nc1ccccc1C(F)(F)F,0.6,i,1,-0.3,-2,6,/,-6,/,9
CCOC(=O)C1(CCOc2ccccc2)CCN(CC=C(C)C)CC1,-0.2,0.0,2,0.2,13,6,2,7,16,-6
Cc1ccc(NC(=O)N2CCSc3ccccc32)cc1,1.2,-0.1,0,-1.2,-16,-8,-1,-1,20,10
COc1ccc(CNC(=O)CSCc2c(F)cccc2Cl)cc1,1.8,0.1,0,0.7,-1,5,4,11,-6,1
CN=C1N(C)C[C@@H]2[C@@H]3C(=O)N(C)C(=O)[C@@H]3[C@](C)(C(=O)OC)N12,1.5,i,-7,-1.2,4,1,/,-4,/,/
COc1ccc(CN(C)C(=O)Cn2cc(C)c(=O)[nH]c2=O)cc1OC,1.3,-0.4,-3,-1.2,-5,-2,/,3,/,/
Cc1cc(=O)[nH]c(-c2cccs2)n1,0.8,-0.4,-16,-0.6,-3,-10,-4,3,14,-8
O=S(=O)(NCCc1ccccn1)c1ccc(OC(F)(F)F)cc1,1.3,i,-1,-0.6,-13,-5,-2,9,10,6
C=CCNC(=O)CN(c1cc(Cl)ccc1OC)S(=O)(=O)c1ccc(C)c([N+](=O)[O-])c1,0.5,-0.1,-1,-0.7,-5,-1,7,16,8,3
CCOC(=O)C1CCN(C(=O)c2ccc3nc(-c4ccc(OC)cc4)c(-c4ccc(OC)cc4)nc3c2)CC1,2.3,i,3,0.1,-6,11,3,12,-14,6
CC(=O)c1ccc(NC(=O)C[n+]2ccc(N(C)C)cc2)cc1,0.9,-2.1,-18,1.6,-27,-6,1,-18,18,/
O=C1CCCC/C1=C\Nc1ccc(Cl)cn1,/,8.3,7,0.7,-2,-2,-4,1,-5,0
O=C(O)/C=C/c1ccc(S(=O)(=O)Nc2cccnc2)cc1,1.9,0.0,9,-0.2,3,-3,3,4,-18,-5
Cc1ccc(S(=O)(=O)/C=C2\NC(=O)CS2)cc1,/,1.0,1,-1.5,-11,2,-2,1,-6,-2
Cc1ccc(S(=O)(=O)N2C(=O)CCC2C(=O)O/N=C(\N)c2cccc([N+](=O)[O-])c2)cc1 (stereo unspecified),0.7,i,1,4.9,i,-3,3,6,12,2
O=C(O)C(CCc1ccccc1)N1C(=O)c2ccccc2C1=O (stereo unspecified),3.2,1.2,1,0.5,-12,-4,/,3,/,/
COCCNC(=O)/C(C#N)=C/c1cccc(/C=C(\C#N)C(=O)NCCOC)c1,-0.2,i,10,-1.5,-19,-6,1,-1,-3,3

# More records:
SMILES,TcdB inh,Vc quorum ag,MazEF act,PfHsp40 rescue,PriA SSB inh,Anthrax LF inh2,3CLpro inhibitor,Y pestis TopoI,VHR inh abs,Rv3671c protease
O=C(O)c1nn(CC(=O)N2CCCCCC2)c(=O)c2ccccc12,-1.1,-1.4,3,-0.9,-2,-4,-1,-8,2,1
CCOC(=O)N1CCN(C(=O)Nc2ccc3nccnc3c2)CC1,/,-2.8,-2,0.1,-1,-1,-2,9,12,-6
Cc1ccc(C(NC(=O)NC(C)c2ccccc2)C(Cl)(Cl)Cl)cc1F (stereo unspecified),/,-1.7,2,0.5,-3,-6,-1,-5,22,-9
C=CCNC(=S)NNC(=O)COc1c(Cl)cc(Cl)cc1Cl,/,1.0,-5,0.7,-2,-2,0,4,0,-9
COc1ccc(-c2nnc(NC(=O)C3CCCO3)s2)cc1 (stereo unspecified),/,4.3,5,-1.0,-22,-3,-4,-1,15,0
O=C(NN1C(=O)NC2(CCCCC2)C1=O)c1ccc(-c2ccc([N+](=O)[O-])cc2)o1,1.5,0.1,2,-1.0,-3,3,1,-22,10,-12
COc1cccc(C2C=C(c3ccc(OC)cc3OC)Nc3nnnn32)c1 (stereo unspecified),/,0.3,-21,2.1,-4,-4,4,6,10,-4
CCOC(=O)N(C)c1c(CC)nc2c(OCc3ccccc3OC)cccn12,-0.7,i,/,/,/,-10,/,19,/,/
O=C(OCc1nnc(-c2ccccc2)o1)c1cccc(-n2cnnn2)c1,-0.9,-4.3,3,1.8,-9,6,/,8,/,-4
O=C(NCCN1CCN(c2cccc(Cl)c2)CC1)c1cccn2c(=O)c3ccccc3nc12,1.5,-0.3,43,0.6,-20,4,/,-1,/,/
O=C(CCNC(=O)c1ccc(Cl)cc1)NCc1ccccc1Cl,0.6,-0.6,8,-1.4,3,/,/,7,/,/
CC(=O)Nc1ccc(NC(=O)CSC2=NCCS2)cc1,/,-12,3,0.2,4,1,-5,-6,36,/
Cc1cc2n(n1)SC(Nc1cccc3ccccc13)N2 (stereo unspecified),/,i,4,-0.1,12,-1,-3,-1,-5,5
CCOC(=O)/C=c1\sc2n(c1=O)CCN=2,/,-0.3,-2,0.9,/,0,-1,-1,-2,4
COc1ccc(N/N=C(\C#N)C(=N)N2CCOCC2)cc1,0.9,i,4,0.3,/,-2,2,0,-5,5
CCOC(=O)c1cc(OC(=O)c2cccc([N+](=O)[O-])c2)n(-c2ccccc2)n1,/,-0.2,-5,22,-2,0,-1,39,23,6
Nc1c(Cl)ncnc1NCc1ccccc1,0.1,-0.6,6,-0.8,-12,-4,-2,-2,-16,-7
NC1=NC[C@H](Cc2ccccc2)N1CCCCC1CCCCC1,2.6,i,23,-1.9,-4,-5,/,9,11,-7
O=C(COc1ccccc1F)NNC(=O)Cn1c(=O)cnc2ccccc21,0.5,i,4,-1.1,-12,-6,/,-4,/,1
Cc1nn(Cc2ccc(Cl)cc2)c(C)c1NC(=O)c1cc(C(C)C)on1,0.9,-4.8,4,15,-7,7,5,27,10,5
Cc1sc2ncnc(SCC(=O)N3CCC(c4noc5ccc(F)cc45)CC3)c2c1C,/,-0.2,-1,0.3,0&-20&-13,-3,5,6,3,-7
COc1ccc(-n2nc(C(=O)NCC(=O)NC(C)C)c3ccccc3c2=O)cc1Cl,0.5,-0.4,-2,0.1,-17,-9,-1,2,-1,3
COc1ccc(C2Nc3ccccc3C(=O)N2c2ccc(F)cc2)cc1Cn1nnc2ccccc21 (stereo unspecified),/,-0.6,-1,-0.4,1,-1,5,5,13,-7
CC(C)CCNc1ncnc2c1nnn2Cc1ccccc1Cl,/,-0.6,2,0.8,-8,0,0,-9,14,5
COc1ccc(S(=O)(=O)N2CCCOC2CNC(=O)C(=O)NCCc2ccco2)cc1C (stereo unspecified),0.4,0.7,1,-1.2,13,-2,-2,29,2,-9

# (next part)
SMILES,TcdB inh,Vc quorum ag,MazEF act,PfHsp40 rescue,PriA SSB inh,Anthrax LF inh2,3CLpro inhibitor,Y pestis TopoI,VHR inh abs,Rv3671c protease
CSc1ccc(CN2CCN(C(=O)COc3ccc(C)cc3)CC2)cc1,1.8,i,-18,2.5,1,8,3,19,12,7
O=C(Nc1nccs1)c1ncc(Cl)c(Cl)c1Cl,0.9,i,-2,2.6,1,6,-1,1,2,3
Oc1ccc(/C=N/Nc2nn3cnnc3c3ccccc23)cc1,4.1,-3.1,13,0.7,/,0,-2,0,0,2
OCC[C@H]1C[C@H](O)[C@@H](O)[C@]2(CCc3ccccc3CO2)O1,1.1,-2.1,5,-0.6,-10,-5,/,5,/,10
CCCCN(C(=O)c1c(CC)noc1C)c1c(N)n(CCCC)c(=O)[nH]c1=O,-0.7,i,-1,0.3,0,-1,/,3,/,8
CCOC(=O)C(=Cc1c[nH]c2ccc(S(=O)(=O)N(C)C)cc12)C(=O)OCC,1.0,-0.3,6,8.9,0,-2,-1,1,14,-4
CCOc1cc(C2NN=C(c3ccccc3)S2)ccc1OCc1ccccc1Cl (stereo unspecified),/,i,-3,0.4,-23,2,4,9,11,-13
CCCOc1cc(C)c(S(=O)(=O)N2CCN(C)CC2)cc1C,/,i,-5,-1.2,-13,-5,-5,3,-5,-7
CC(=O)N1c2ccc(S(=O)(=O)N3CCC(C(=O)Nc4cccc(C)n4)CC3)cc2CC1C (stereo unspecified),-0.8,-0.5,3,0.8,-2,-3,1,9,11,0
O=C(CNC(=O)c1ccccc1F)N/N=C/c1cccs1,0.6,1.3,5,-0.7,/,5,4,6,15,1
COc1ccc(-c2cc(C(=O)N3CCC4(CC3)OCCO4)c3ccccc3n2)cc1,-0.3,-0.9,-4,1.6,5,-1,6,24,34,4
O=C(NC(Cc1ccccc1)C(=O)O)/C(=C/c1ccc(Br)cc1)NC(=O)c1ccc(Br)o1 (stereo unspecified),-3.1,-0.5,2,0.2,3,3,0,5,6,3
CCc1ccc(N(C(=O)CNC(=O)c2ccco2)C(C(=O)NCC2CCCO2)c2ccccc2)cc1 (stereo unspecified),1.0,-0.8,13,0.2,-19,1,-2,7,22,2
Cc1ccc(-n2nc3c(=O)n(CCCC(=O)NCc4ccccc4F)nc(C)c3c2C)cc1,4.0,-0.7,1,0.9,-1,-4,-5,17,10,-4
N#Cc1cc([N+](=O)[O-])ccc1Oc1cccc(/C=N/NC(=O)c2cccc(Cl)c2)c1,/,-0.1,10,0.6,/,4,0,-12,-2,-17
CCCCCCN1C[C@H](n2cc(C3CC3)nn2)[C@@H](O)C[C@@H]1c1ccc(OC)cc1,1.2,-1.1,-9,/,/,-5,/,31,/,/
COc1ccc(C(C(=O)NC(C)(C)C)N(Cc2ccccc2)C(=O)CCC(=O)Nc2cc(C)on2)cc1 (stereo unspecified),1.2,-0.2,6,-0.1,-14,-2,1,15,4,-9

# 4 compounds drawn at random from the list so far:
SMILES,TcdB inh,Vc quorum ag,MazEF act,PfHsp40 rescue,PriA SSB inh,Anthrax LF inh2,3CLpro inhibitor,Y pestis TopoI,VHR inh abs,Rv3671c protease
c1cncc(-c2nc(N3CCOCC3)c3c4c(sc3n2)CCC4)c1,1.6,i,3,-0.7,-8,-1,-1,7,41,0
CCCOc1cc(C)c(S(=O)(=O)N2CCN(C)CC2)cc1C,/,i,-5,-1.2,-13,-5,-5,3,-5,-7
CCc1ccc(N(C(=O)CNC(=O)c2ccco2)C(C(=O)NCC2CCCO2)c2ccccc2)cc1 (stereo unspecified),1.0,-0.8,13,0.2,-19,1,-2,7,22,2
COCCNC(=O)/C(C#N)=C/c1cccc(/C=C(\C#N)C(=O)NCCOC)c1,-0.2,i,10,-1.5,-19,-6,1,-1,-3,3

# Assay outcomes: PubChem, several laboratories
